APJ antag: antagonists of human apelin receptor APJ, primary screen, CHO-K1 cells, beta-arrestin complementation, luminescence; P35414; inhibition, % at 20 µM; hit rate 0.32% among 330,000;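 active means inhibition above about 40% at 20 µM, limit read from the data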;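 further: cells challenged with 10 nM apelin-13 agonist together with compound; plate controls were apelin-13 plus DMSO wells for no effect and DMSO wells lacking apelin-13 for full effect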
Target sequence (P35414 whole entry, looked up): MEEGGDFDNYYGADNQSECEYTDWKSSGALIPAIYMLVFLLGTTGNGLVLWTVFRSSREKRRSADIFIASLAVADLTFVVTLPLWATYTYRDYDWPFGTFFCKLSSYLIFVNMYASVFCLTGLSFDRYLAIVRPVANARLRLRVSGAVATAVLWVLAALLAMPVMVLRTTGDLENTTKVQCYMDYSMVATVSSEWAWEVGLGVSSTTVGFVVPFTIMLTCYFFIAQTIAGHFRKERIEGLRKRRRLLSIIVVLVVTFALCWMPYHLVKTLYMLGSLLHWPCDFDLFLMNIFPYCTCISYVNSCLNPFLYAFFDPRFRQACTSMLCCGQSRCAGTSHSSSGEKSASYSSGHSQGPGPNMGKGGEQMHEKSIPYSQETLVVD
EBI2 block: EBI2 receptor antagonists, beta-arrestin recruitment, primary screen, cell-based, luminescence, 7a,25-OHC stimulation, uHTS; inhibition, % at 5 µM; hit rate 0.81% among 360,000; AID 651636, 2012; 7a,25-OHC stimulated; in the data active means inhibition above about 38%;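 further: enzyme fragment complementation signal reports receptor beta-arrestin coupling in cells; 0% = agonist plus DMSO wells and 100% = wells without agonist; some results beyond the cut were filed as inactive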
Target sequence (P32249 whole entry, looked up, the tested form may be a part): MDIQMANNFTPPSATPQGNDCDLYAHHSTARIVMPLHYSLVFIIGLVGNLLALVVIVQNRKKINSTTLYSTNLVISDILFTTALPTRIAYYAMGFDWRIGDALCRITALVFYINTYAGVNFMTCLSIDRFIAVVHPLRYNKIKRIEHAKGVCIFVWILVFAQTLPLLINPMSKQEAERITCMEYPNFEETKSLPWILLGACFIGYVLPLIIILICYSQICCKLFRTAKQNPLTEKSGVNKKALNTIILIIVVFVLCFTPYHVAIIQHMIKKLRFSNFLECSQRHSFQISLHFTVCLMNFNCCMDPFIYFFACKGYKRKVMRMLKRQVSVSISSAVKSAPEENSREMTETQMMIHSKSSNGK
ATG4B inhibitor: ATG4B protease inhibitors, primary screen, biochemical, fluorescence, uHTS | Cysteine protease ATG4B (Homo sapiens), Q9Y4P1 | ATG4B cleavage of LC3-PLA2, NBD-HPC fluorescence, 1 h | inhibition, % at 8.33 µM | hit rate 0.51% among 340,000 | AID 504462, 2011; in the data active means inhibition above about 40%
APJ ag: agonists of human apelin receptor APJ, primary screen, CHO-K1 cells, PathHunter beta-arrestin, luminescence | P35414 | 0% DMSO wells, 100% apelin | activation, % at 20 µM | hit rate 0.11% among 330,000;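 active means activation more than six SD over the plate average, tested at 20 µM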;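 further: 0% = DMSO alone and 100% = apelin-13 at 10 nM; some results filed as inactive read as strong as hits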
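Assay system: CHO-K1 APJ beta-arrestin complementation cell line / Compound: single test compound dose, 20 µM final, 1% DMSO / Times: overnight seeding, 90 min compound at 25 °C, 1 h detection / Technique: beta-gal luminescence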
CCR6 antagonist: CCR6 receptor antagonists, primary screen, cell-based, CHO-K1, luminescence, beta-arrestin, uHTS; CHO-K1 CCR6 PathHunter beta-arrestin, CCL20-stimulated; inhibition, % at 20 µM; hit rate 0.49% among 340,000; AID 493098, 2011;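 active means compounds whose inhibition of the agonist-driven luminescence signal at 20 µM reaches about 50%, limit read from the data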;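 further: cells stimulated with CCL20 at 14 nM final; plate controls were DMSO with CCL20 for no effect and DMSO without agonist for full effect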
UBC13 polyUb: UBC13 polyubiquitin chain formation inhibitors, primary screen, biochemical, TR-FRET, uHTS; hit rate 0.47% among 330,000; inhibition, % at 20 µM; Ubiquitin-conjugating enzyme E2 N (Homo sapiens), P61088; in the data active means inhibition above about 45%, passing the limit was not always enough
Target sequence (P61088 whole entry, looked up): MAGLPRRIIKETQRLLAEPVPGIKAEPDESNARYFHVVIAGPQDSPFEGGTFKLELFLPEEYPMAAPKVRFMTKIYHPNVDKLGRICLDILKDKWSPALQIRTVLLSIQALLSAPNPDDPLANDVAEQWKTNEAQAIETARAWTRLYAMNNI
CXCR6 block: CXCR6 receptor inhibitors, primary screen, cell-based, beta-arrestin, luminescence, CHO-K1 PathHunter, 1536-well | AID 602244, 2012 | inhibition, % at 20 µM | hit rate 0.36% among 360,000 | C-X-C chemokine receptor type 6 (Homo sapiens), O00574; in the data active means inhibition above about 34%, passing the limit was not always enough;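 further: antagonist mode with CXCL16 agonist at 10 nM final; 0% = 10 nM CXCL16 with DMSO and 100% = unstimulated wells without agonist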
Gli-Sufu antag: Gli-Sufu pathway antagonists, primary screen, luciferase luminescence, Sufu-KO-LIGHT cells, uHTS. hit rate 0.74% among 340,000. Sufu-KO-LIGHT fibroblasts, Gli luciferase reporter luminescence. inhibition, % at 5 µM;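 active means inhibition above about 55%, limit read from the data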;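 further: 0% = DMSO-treated cells and 100% = wells with medium but no cells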
Numbers without * were called inactive; / = no result given.

SMILES	APJ antag	EBI2 block	ATG4B inhibitor	APJ ag	CCR6 antagonist	UBC13 polyUb	CXCR6 block	Gli-Sufu antag
COc1ccc(Cl)cc1NC(=O)CNc1ccccc1N1CCOCC1	-9	-7	-5	-1	9	6	3	3
CCCn1c(=N)n(CC(=O)c2cccs2)c2ccccc21	-23	1	-4	0	-1	5	4	2
COc1cccc(CN2CCN(C(=O)c3cccc4ccccc34)CC2)c1OC	-12	5	-19	-4	10	-10	-4	10
CSCc1cc(N(C)c2ccccc2)nc(-c2ccccc2)n1	20	7	5	-4	5	-2	-6	4
CCN(CC(=O)Nc1ccc(NC(C)=O)cc1)C(=O)c1cccc(S(=O)(=O)N2c3ccccc3CC2C)c1 (configuration not stated)	-6	1	-7	-7	3	0	-8	-1
Cc1onc(C(=O)NC2CCCCC2)c1[N+](=O)[O-]	15	-1	-8	4	-11	6	9	22
CC(/C=N/NC(=O)c1cccnc1)=C\c1ccccc1	6	-2	-1	-9	-5	-17	-3	-40
Cc1cc(Cn2nc(C(=O)NCc3cccc(C(F)(F)F)c3)cc2-c2ccccc2)on1	19	19	40	7	21	2	9	5
CNc1nc(Nc2ccccc2)nc(OCC(F)(F)F)n1	6	-3	1	-1	17	6	6	-12
O=C(C1CC1)N1CCc2cc(S(=O)(=O)N3CCOCC3)ccc21	16	-6	-4	-1	12	2	1	1
COc1cc(C2C(C#N)=C(N)N(N(C)C)C3=C2C(=O)CC(C)(C)C3)ccc1O (configuration not stated)	-17	-11	-5	0	5	-4	-5	-1
Cc1nc2c(O)cccc2cc1CO	-5	-3	-8	1	-7	-3	-12	2
CC(C)(C)C(=O)NC1=NN(c2c(Cl)cc(Cl)cc2Cl)C(=O)C1	-22	10	-4	-1	2	-16	4	0
Cc1ccc(S(=O)(=O)N2CCC(C(=O)Nc3ccc4c(c3)COC4=O)CC2)cc1	8	7	-6	2	-13	6	-8	-2
CCN(CC)CC(O)COCCC12CC3CC(CC(C3)C1)C2 (configuration not stated)	-18	1	7	-3	2	9	-9	8
Cc1cc(C)cc(OCC(=O)NNC(=S)NC(=O)C2CC2)c1	22	7	-10	-7	17	83*	36	-14
COc1cccc(N(CC(=O)NCC2CCCO2)C(=O)CNS(=O)(=O)c2ccccc2)c1 (configuration not stated)	-7	-11	-3	-2	1	5	-2	-12
O=C(O)c1ccccc1-c1nnc2c(Cl)cc(C(F)(F)F)cn12	4	4	0	1	9	2	-3	0
CC1=C(C(=O)OC2CCCCCC2)C(c2ccc(C)o2)C2=C(CCCC2=O)N1 (configuration not stated)	10	13	-3	1	25	7	6	4
COc1ccc(OCC(=O)N/N=C2\CCCCc3ccccc32)cc1	-8	21	-3	-6	7	-4	-2	-8
Cc1cc(C(=O)CSc2nnc(-c3cccnc3)n2-c2ccccc2F)c(C)n1C	9	-7	1	-3	11	-5	-5	-2
CN(C(=O)c1ccno1)c1nnc(-c2cccnc2)s1	-9	9	-5	-2	-17	0	-10	2
COc1ccccc1Cn1c(=O)c2ccccc2n2c(SCc3csc(C)n3)nnc12	-7	-2	-8	-4	1	2	-10	2
Cc1nc2sc(C(c3ccco3)N3CCN(c4cccc(Cl)c4)CC3)c(O)n2n1 (configuration not stated)	-5	-1	-10	-3	-1	3	0	0
COc1ccc(NC(=O)C(NC(=O)c2ccc(C)cc2)c2ccccc2)cc1 (configuration not stated)	-16	-7	-10	-3	7	-4	7	-1

Looked up above:
Under CCR6 antagonist, O=C(C1CC1)N1CCc2cc(S(=O)(=O)N3CCOCC3)ccc21 shows 12
Under Gli-Sufu antag, CC1=C(C(=O)OC2CCCCCC2)C(c2ccc(C)o2)C2=C(CCCC2=O)N1 (configuration not stated) shows 4

Next entries follow:
SMILES	APJ antag	EBI2 block	ATG4B inhibitor	APJ ag	CCR6 antagonist	UBC13 polyUb	CXCR6 block	Gli-Sufu antag
CCN1CCCC1CNC(=O)C1c2ccccc2C(=O)N(CCOC)C1c1ccc(F)cc1 (configuration not stated)	-1	4	10	4	12	-7	-3	-21
CN(C)C(CNC(=O)c1ccc(OCc2cn3ccccc3n2)cc1)c1ccco1 (configuration not stated)	-8	-2	-2	-2	9	-9	1	-13
Cc1c(NC(=O)C(C)OC(=O)c2ccc([N+](=O)[O-])cc2Cl)c(=O)n(-c2ccccc2)n1C (configuration not stated)	/	-9	8	/	12	/	-20	0
COc1cc(OC)c2c3c(c(C4CCCCC4)nc2c1)CCCC3	/	8	-8	/	4	/	-4	-2
Cc1nn2c(-c3ccc(Cl)cc3Cl)nnc2s1	1	-5	9	3	-16	-1	0	15
O=C(OCc1ccccc1)c1cnc(Cl)c(Cl)c1	5	8	7	-2	3	-1	16	-3
O=S(=O)(c1ccccc1)N1CCN(c2ccccc2)CC1	1	1	6	3	5	3	-9	-3
COc1ccc(NC(=O)COC(=O)C2CC3C=CC2C3)cc1 (configuration not stated)	7	-5	-12	-3	-7	3	-1	0
Cc1ccc(Sc2ncccc2C(N)=O)cc1	-16	-12	0	1	-7	-7	0	-1
COc1cccc(CNCCSc2nnnn2C)c1OC	-17	-9	1	-5	-6	-1	2	-2
O=C(COC(=O)/C=C/c1cccc(C(F)(F)F)c1)Nc1ccc(Cl)cn1	1	-13	-8	1	-3	-16	6	-3
O=C1CSC(c2cccc(F)c2)N1c1ccccc1F (configuration not stated)	-12	-6	-4	3	4	-10	5	-4
COc1ccc(-c2cc3nc(C)cc(C)n3n2)cc1	-5	-8	-11	-1	6	-3	11	-27
COC(=O)CN(C)C(=O)c1ccc(OC2CCN(S(=O)(=O)N(C)C)CC2)cc1	-14	10	10	0	1	1	4	10
O=C(Cn1cc(C(F)(F)F)ccc1=O)N1CCc2ccccc21	15	-3	-3	0	2	11	0	-4
Cc1ccc2cc(C3C(C#N)=C(N)Oc4c3ccc3cccnc43)c(=O)[nH]c2c1 (configuration not stated)	-66	-4	17	8	-4	-15	3	0
CC(C)NC(=O)c1cc2c(C(F)(F)F)nn(C)c2s1	-1	0	2	-2	18	0	3	-2
CCCCN(Cc1cc2cc(C)ccc2[nH]c1=O)C(=O)c1ccccn1	-24	-5	-6	-2	11	2	-2	6
CCC(=O)Nc1c(-c2ccccc2Cl)c(=O)c2ccccc2n1C	-5	4	1	-3	0	-6	-4	-2
CC(C)(C)c1ccc(OCCCNC2CCCC2)cc1	-6	-28	-2	1	3	10	-7	3
COc1ccc(COC(=O)c2n[nH]c3ccccc23)cc1F	5	4	4	6	8	8	0	-49
COc1cccc(-n2c(Cc3cc(=O)[nH]c(=O)[nH]3)nnc2SCC(=O)NC2CCCCC2)c1	16	4	6	-3	-2	-3	-6	-14
Nn1cc(-c2ccccc2)nc1SCC(=O)NCCc1ccccc1	6	19	-5	-2	17	-7	0	-19
Cc1ccccc1C(=O)/C(C#N)=N/Nc1c(C)n(C)n(-c2ccccc2)c1=O	/	6	-6	/	48	/	45*	17
Cc1sc2ncnc(SCC(=O)N3c4ccccc4Sc4ccc(Cl)cc43)c2c1C	7	0	17	3	6	-4	-6	16

More results:
SMILES	APJ antag	EBI2 block	ATG4B inhibitor	APJ ag	CCR6 antagonist	UBC13 polyUb	CXCR6 block	Gli-Sufu antag
CC1CCN(Cc2nc(-c3ccccc3)no2)CC1	3	15	-6	-2	2	-7	4	-43
COc1cc(-c2nc3c[n+](CC(=O)c4ccccc4)ccc3n2C)cc(OC)c1OC	10	-6	7	-2	2	9	-2	-1
Cc1ccc(Cc2cnc(NC(=O)CN3CCOCC3)s2)cc1Cl	-1	2	0	-6	7	3	-1	-2
COc1cc(C(=O)Nc2ccc(NC(=O)c3ccccc3)nc2)cc(OC)c1OC	0	2	0	0	-6	-5	-6	33
O=C(c1c[nH]c2ccccc12)N1CCOCC1	-6	-2	-3	-3	3	5	-8	0
O=C(Nc1ccccc1C(=O)NCc1ccccc1)c1ccccc1Br	-12	5	9	-3	13	0	5	5
COc1ccc(C)cc1NC(=O)/C=C/c1ccc(OC)c(S(=O)(=O)N2CCOCC2)c1	4	7	-13	-3	4	-19	-6	6
O=C(O)c1ccc(/C=C2\COc3ccccc3C2=O)cc1	-39	5	-4	3	-1	18	-11	14
O=C1C(Nc2ccccc2)=CC(c2ccc(O)cc2)N1c1ccccc1 (configuration not stated)	-2	0	1	-4	17	-10	5	-8
COc1cccc(CNC(=O)COC(=O)c2nc(Cl)c(Cl)c(Cl)c2Cl)c1	21	-9	2	-4	-20	12	-6	-1
CC(C)(C)OC(=O)N(CCc1ccccc1)Cc1ccc(OCc2cccc(NC(=O)/C=C/c3ccccc3)c2)cc1	/	59*	7	/	2	/	5	-77
Cc1ccc(/C=C2\SC(=S)N(CCCC(=O)N3CCOCC3)C2=O)cc1	7	8	-10	-2	-2	9	2	4
CCOc1ccccc1N(CC(=O)NCC1CCCO1)C(=O)CCC(=O)Nc1cc(C)on1 (configuration not stated)	-40	3	3	-4	7	-1	-5	26
O=C(CN(Cc1ccccc1F)S(=O)(=O)c1ccc(Cl)cc1)NCC1CCCO1 (configuration not stated)	6	-3	6	-5	10	-1	6	4

15 entries from above, reformatted.
mol | APJ antag | EBI2 block | ATG4B inhibitor | APJ ag | CCR6 antagonist | UBC13 polyUb | CXCR6 block | Gli-Sufu antag
Cc1sc2ncnc(SCC(=O)N3c4ccccc4Sc4ccc(Cl)cc43)c2c1C | 7 | 0 | 17 | 3 | 6 | -4 | -6 | 16
CC1CCN(Cc2nc(-c3ccccc3)no2)CC1 | 3 | 15 | -6 | -2 | 2 | -7 | 4 | -43
COc1cc(-c2nc3c[n+](CC(=O)c4ccccc4)ccc3n2C)cc(OC)c1OC | 10 | -6 | 7 | -2 | 2 | 9 | -2 | -1
Cc1ccc(Cc2cnc(NC(=O)CN3CCOCC3)s2)cc1Cl | -1 | 2 | 0 | -6 | 7 | 3 | -1 | -2
COc1cc(C(=O)Nc2ccc(NC(=O)c3ccccc3)nc2)cc(OC)c1OC | 0 | 2 | 0 | 0 | -6 | -5 | -6 | 33
O=C(c1c[nH]c2ccccc12)N1CCOCC1 | -6 | -2 | -3 | -3 | 3 | 5 | -8 | 0
O=C(Nc1ccccc1C(=O)NCc1ccccc1)c1ccccc1Br | -12 | 5 | 9 | -3 | 13 | 0 | 5 | 5
COc1ccc(C)cc1NC(=O)/C=C/c1ccc(OC)c(S(=O)(=O)N2CCOCC2)c1 | 4 | 7 | -13 | -3 | 4 | -19 | -6 | 6
O=C(O)c1ccc(/C=C2\COc3ccccc3C2=O)cc1 | -39 | 5 | -4 | 3 | -1 | 18 | -11 | 14
O=C1C(Nc2ccccc2)=CC(c2ccc(O)cc2)N1c1ccccc1 (configuration not stated) | -2 | 0 | 1 | -4 | 17 | -10 | 5 | -8
COc1cccc(CNC(=O)COC(=O)c2nc(Cl)c(Cl)c(Cl)c2Cl)c1 | 21 | -9 | 2 | -4 | -20 | 12 | -6 | -1
CC(C)(C)OC(=O)N(CCc1ccccc1)Cc1ccc(OCc2cccc(NC(=O)/C=C/c3ccccc3)c2)cc1 | / | 59* | 7 | / | 2 | / | 5 | -77
Cc1ccc(/C=C2\SC(=S)N(CCCC(=O)N3CCOCC3)C2=O)cc1 | 7 | 8 | -10 | -2 | -2 | 9 | 2 | 4
CCOc1ccccc1N(CC(=O)NCC1CCCO1)C(=O)CCC(=O)Nc1cc(C)on1 (configuration not stated) | -40 | 3 | 3 | -4 | 7 | -1 | -5 | 26
O=C(CN(Cc1ccccc1F)S(=O)(=O)c1ccc(Cl)cc1)NCC1CCCO1 (configuration not stated) | 6 | -3 | 6 | -5 | 10 | -1 | 6 | 4

Bioassay records as filed in PubChem BioAssay.
